Screening data (PubChem BioAssay)
PfHsp90 yeast 2: growth inhibition of PfHsp90-expressing yeast, primary screen, antimalarial PfHsp90 inhibitor project, S. cerevisiae, BacTiter-Glo luminescence, single point, set 2; BacTiter-Glo ATP, 48 h; yeast lacking PDR1 and PDR3 efflux regulators; inhibition, % at 9.4 µM; 0.32% of 310,000 active;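 active = every replicate shows inhibition above about 80%, whatever the replicate mean, limit read from the data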;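 also: 0% = DMSO neutral controls and 100% = 20 µM radicicol positive controls; yeast relying on Plasmodium falciparum Hsp90 in place of its own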
Pemphigus Ab inh: inhibitors of pemphigus antibody binding to DSG3, primary screen, biochemical, bead-based, flow cytometry, scFv-GFP. binding (percent of control), % at 10 µM. AID 588358, 2011. 0.48% of 310,000 active. Desmoglein-3 (Homo sapiens), P32926. DSG3-coupled beads, scFv-anti-DSG3-GFP binding; active compounds read low;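 active = binding more than 3 SD below its plate's average and above zero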;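 also: hits lower antibody fragment binding to DSG3; some compounds called inactive have numbers as strong as hits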
Target sequence (P32926 whole entry, looked up, the tested form may be a part): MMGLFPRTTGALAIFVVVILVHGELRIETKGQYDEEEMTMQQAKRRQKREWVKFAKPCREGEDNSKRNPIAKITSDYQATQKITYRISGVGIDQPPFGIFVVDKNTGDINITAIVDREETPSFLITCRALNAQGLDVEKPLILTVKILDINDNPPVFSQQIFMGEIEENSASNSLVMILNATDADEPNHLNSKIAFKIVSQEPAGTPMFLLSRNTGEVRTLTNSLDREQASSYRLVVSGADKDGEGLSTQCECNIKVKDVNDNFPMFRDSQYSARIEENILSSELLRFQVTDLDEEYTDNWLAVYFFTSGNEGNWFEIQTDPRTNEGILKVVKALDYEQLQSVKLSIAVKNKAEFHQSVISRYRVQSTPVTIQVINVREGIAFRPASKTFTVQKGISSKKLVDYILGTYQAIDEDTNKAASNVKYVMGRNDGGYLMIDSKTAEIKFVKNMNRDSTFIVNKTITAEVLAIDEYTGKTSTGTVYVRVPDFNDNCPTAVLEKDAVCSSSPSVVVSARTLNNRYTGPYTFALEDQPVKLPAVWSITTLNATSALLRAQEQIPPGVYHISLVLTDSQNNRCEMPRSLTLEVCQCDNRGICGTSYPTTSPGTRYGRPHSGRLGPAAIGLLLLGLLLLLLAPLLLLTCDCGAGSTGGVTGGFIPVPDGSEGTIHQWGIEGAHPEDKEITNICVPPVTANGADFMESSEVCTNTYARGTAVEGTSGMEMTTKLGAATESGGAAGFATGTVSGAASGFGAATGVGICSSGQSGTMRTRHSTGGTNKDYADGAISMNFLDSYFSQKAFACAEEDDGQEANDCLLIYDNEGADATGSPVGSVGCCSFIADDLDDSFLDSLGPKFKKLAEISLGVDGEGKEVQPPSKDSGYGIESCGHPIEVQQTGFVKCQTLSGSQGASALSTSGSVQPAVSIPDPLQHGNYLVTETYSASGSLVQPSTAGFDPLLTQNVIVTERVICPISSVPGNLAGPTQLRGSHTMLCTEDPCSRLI
PKA-R1A activ: activators of PKA-R1A holoenzyme, primary screen, biochemical, fluorescence polarization, Cy5-IP20, bovine R1A, mouse PKAc; PKA-R1A dissociation; scaled: DMSO 0%, 113 µM cGMP 100%; AID 504707, 2011; 0.083% of 340,000 active; activation, % at 11.4 µM; cAMP-dependent protein kinase type I-alpha regulatory subunit (Bos taurus) + …;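 active = percent activation above the mean of all tested compounds plus 3 SD, cut at about 19% in these data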;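 also: higher means more PKAc released from R1A so a rise in polarization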
OPRM1-OPRD1 ag: agonists of OPRM1-OPRD1 heterodimerization, primary screen, cell-based, luminescence | 0.3% of 340,000 active | Mu-type opioid receptor (Homo sapiens) + Delta-type opioid receptor (Homo sapiens), … | cells | activation, % at 9.3 µM; in the data active = activation above about 18%;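 also: 0% = vehicle-treated cells and 100% = reference agonist; values of inactives mirror those of a sister screen read the other way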
SUMO Mot1 rescue: yeast Mot1-301 growth rescue at high temperature, primary screen, SUMOylation pathway inhibitor project, S. cerevisiae, ATP luminescence, 38.5C. S. cerevisiae Mot1-301 growth rescue; percent above DMSO median, 100 means doubled. growth rescue, % at 18.8 µM. 1% of 320,000 active. AID 2716, 2010;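 active = every valid replicate shows activation above 250% relative to neutral control wells; inactive = the rest, any valid replicate at or below 250%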;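 also: OY570 slx delta 5 strain wells were the positive control but not used for scaling; some compounds called inactive have numbers as strong as hits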
Tat transport: E. coli Tat export inhibitors, primary screen, MC4100, TorA-mCherry reporter, fluorescence, single point; inhibition, % at 10 µM; 0.036% of 340,000 active; AID 488895, 2010;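 active = mean replicate inhibition at least 50% and at least half of replicates individually reaching 50%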;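 also: exported cargo escapes ClpAP degradation while cytoplasmic cargo is degraded and loses fluorescence; 0% = median of neutral control wells and 100% = median of NaSCN control wells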
AddAB inh: growth inhibition of E. coli expressing H. pylori AddAB, primary screen, AddAB inhibitor project, absorbance; 0.29% of 330,000 active; inhibition, % at 11.9 µM; in the data active = inhibition above about 12%;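 also: 0% = vehicle wells of infected cells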
phage Ecoli inh: growth loss of phage-infected E. coli, primary screen, RecBCD inhibitor project, absorbance, with phage, HTS; inhibition, % at 11.9 µM; 0.26% of 360,000 active; in the data active = inhibition above about 11%
Arr AP2 block: inhibitors of beta-arrestin/AP2 binding, primary screen, biochemical, GPCR trafficking, flow cytometry. FITC-arrestin peptide / GST-AP2 beads; AP2 beta2 appendage carries R879A mutation. beta-arrestin 1 C-terminal peptide binding to AP2 beta2-adaptin appendage (human). 0.31% of 340,000 active. AID 504490, 2011. inhibition, % at 10 µM;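 active = inhibition above a set limit, near 3 SD of compounds lacking own fluorescence, cut at about 54% in these data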;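 also: plate controls were DMSO wells for no effect and 5 µM unlabelled arrestin peptide for full effect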
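Material – AP2 appendage R879A on GSH beads · Buffer or medium – PBS with 0.05% Tween 20 and 0.1% BSA · Probe or stimulus – fluorescein-tagged arrestin peptide at 50 nM final · Incubation – compound with beads 12 min RT, then probe 1 h RT · Detection – high-throughput flow cytometry of beads, ex 488, em 535 nm · Evaluation – percent response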
E coli growth: E. coli V3065 growth inhibition, primary screen, counter-screen for AddAB inhibitor project, absorbance, OD600; 18 h; inhibition, % at 11.9 µM; 0.27% of 330,000 active; AID 449728, 2010;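 active = inhibition above the campaign's mean inhibition across all tested compounds plus 3 SD, cut at about 9.9% in these data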;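 also: uninfected addAB+ strain grown without phage in ampicillin broth; 0% = DMSO wells and 100% = ciprofloxacin 0.95 µg/ml wells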
MOR-DOR inv ag: inverse agonists of MOR-DOR heterodimerization, primary screen, cell-based, luminescence; inhibition, % at 9.3 µM; Mu-type opioid receptor (Homo sapiens) + Delta-type opioid receptor (Homo sapiens), …; cell-based MOR-DOR heterodimer luminescence, inverse agonism; 0.21% of 340,000 active; AID 504357, 2011; in the data active = inhibition above about 22%, passing the limit was not always enough;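 also: 0% = cells with DMSO and 100% = wells without cells with DMSO; values of inactives mirror those of a sister screen read the other way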
* marks the source's active call; other numbers are inactive results; . = no result given; + = active, no number.

SMILES	PfHsp90 yeast 2	Pemphigus Ab inh	PKA-R1A activ	OPRM1-OPRD1 ag	SUMO Mot1 rescue	Tat transport	AddAB inh	phage Ecoli inh	Arr AP2 block	E coli growth	MOR-DOR inv ag
O=C(CCN1CCN(C(c2ccccc2)c2ccccc2)CC1)N/N=C/c1ccc(O)cc1O	5	103	1	1.3	-11	-15	6.2	6.2	4	5.0	-8
CCCn1c(SCC(=O)N2CCN(c3ccc(OC)cc3)CC2)nc2c1c(=O)n(C)c(=O)n2C	4	106	-4	-1.7	-5	0	-0.9	-0.1	-7	-1.4	9
CC(=O)c1ccc(OC(=O)C2c3ccccc3Oc3ccccc32)cc1	15	105	-1	5.7	.	-8	-0.5	-2.1	-6	-1.4	-34
CCCC(c1nnnn1Cc1ccc(OC)cc1)N1CCN(c2ccccc2OC)CC1 (centres undefined)	23	108	-10	-1.2	-21	-14	1.1	3.4	-3	-0.9	5
CCN(CC)c1ccc(NC(=O)CN2CCN(c3ccccn3)CC2)cc1	5	99	14	-3.5	7	0	12	1.4	10	11*	16
O=C(O)CCNC(=O)c1ccc(Br)o1	30	103	-2	2.0	-8	5	2.2	1.7	10	-0.3	-9
CCN(Cc1ccncc1)C(=O)CCc1nnc(CCc2ccc(OC)cc2)o1	10	90	0	0.7	-13	-1	4.5	2.6	19	0.4	-5
COc1ccc(CC(=O)N2CCCC(CNC(=O)c3ccccc3Cl)C2)cc1 (centres undefined)	37	102	4	-0.9	2	-4	0.8	1.8	4	-0.1	6
COc1cc(/C=N/n2c(C)nc3ccccc3c2=O)ccc1O	28	96	1	-0.7	3	-3	-1.1	2.0	2	-0.4	4
COc1ccc2[nH]c(=O)c(CN(C)C(=O)c3ccncc3)cc2c1	17	98	-6	1.1	-3	-7	-0.8	0.9	-11	-1.7	-6
Cc1nn(C)c(Cl)c1C(N)=O	-26	99	-4	-2.0	37	-1	-0.1	2.0	22	-1.4	11
CCN(CC(=O)NCc1ccccn1)S(=O)(=O)c1cc(Cl)ccc1Cl	-17	115	-9	-0.8	3	3	4.3	1.8	2	1.4	4
O=C(CNC(=O)c1ccco1)NCC(=O)OCc1ccc(F)cc1	25	104	4	-3.3	-8	2	2.9	-0.6	-6	-1.2	17
COc1ccc(S(=O)(=O)Nc2ccc3c(c2)C(=O)N([C@H](C)CO)C[C@@H](C)[C@@H](CN(C)S(=O)(=O)c2ccc(Cl)cc2)O3)cc1	-14	103	-21	-2.5	-19	12	-0.6	2.3	1	-2.0	14
C#CCNC(=O)C1=C[C@@H](C2CCCCC2)C[C@@H](OCc2ccc(CO)cc2)O1	.	95	1	-2.9	-4	4	3.7	1.6	3	-2.1	16
Cc1sc2ncn(CC(=O)N3CCN(c4ccccc4)CC3)c(=O)c2c1S(=O)(=O)N1CCOCC1	-1	.	3	-2.8	24	-4	2.2	1.7	12	-0.8	17
CC(C)CNC(=O)CC1Nc2ccccc2NC1=O (centres undefined)	5	102	1	-1.1	-19	-3	1.1	.	8	-0.2	5
CCC(C(=O)O)n1nc(-c2ccccc2)c2cc(Cl)ccc21 (centres undefined)	13	103	-4	-3.4	0	-3	-0.6	2.8	13	0.8	17
COc1ccccc1NC(=O)c1csc(-n2nc(C)cc2C(F)(F)F)n1	.	101	7	-1.0	.	2	0.2	2.0	2	-1.9	5
O=S(Cc1cc(Sc2ccccc2)nc(-c2ccccc2)n1)c1ccccc1 (centres undefined)	.	106	11	1.6	432	20	1.1	1.2	25	2.5	-8
CCn1c(SCc2nc(-c3ccc(OC)c(OC)c3)no2)nnc1-c1cccs1	-13	100	-1	-0.2	-2	-1	-0.6	2.4	14	-1.6	1
Cc1ccc(C)c(CN2C(=O)CSc3ccc(C(=O)N4CCCC4)cc32)c1	-9	107	-9	-1.3	-13	4	2.2	1.7	3	0.1	7
CC1SC(c2ccc(F)cc2)NC1=O (centres undefined)	31	105	-5	0.4	-3	5	-0.8	2.8	5	0.1	-3
COc1ccccc1NC(=O)C(=O)N/N=C/c1ccc([N+](=O)[O-])s1	-1	95	-4	-1.6	.	0	.	3.8	18	.	8
CCC1CCC2(CC1)NC(=O)N(CC(=O)Nc1cccc(S(=O)(=O)N(C)c3ccccc3)c1)C2=O (centres undefined)	-23	.	-12	2.7	7	2	0.8	1.5	-4	2.1	-11
Cc1nnsc1C(=O)Nc1cccc(Cl)c1Cl	-40	105	-5	-1.9	.	4	0.7	1.9	6	-0.4	9
COc1ccccc1CN1C(=O)CCC1(C)C(=O)NCc1cccnc1 (centres undefined)	46	98	0	-1.3	21	-4	2.8	4.0	10	-1.7	7
CN1CCN(C(=O)c2c(O)c3cccc4c3n(c2=O)CC4)CC1	33	111	2	0.7	6	1	0.7	4.0	0	0.7	-4
O=C(CCCCC(=O)Nc1ccccc1Cl)Nc1ccccc1Cl	2	104	-8	-1.8	-9	1	1.3	2.6	12	1.9	9
CC(C)(C)N1CC2([N+](=O)[O-])CN(C(C)(C)C)CC([N+](=O)[O-])(C1)C2	.	99	-3	-1.9	-9	-10	4.2	1.7	4	0.4	10
O=C(COc1ccc(-n2cnnn2)cc1)NCCc1ccc(F)cc1	-34	.	-2	-0.1	+	1	-5.3	3.0	1	-1.4	0
O=C(OCc1ccccc1Cl)C1CC(=O)N(Cc2ccco2)C1 (centres undefined)	0	113	0	-0.5	-20	1	0.7	-0.7	-6	0.9	3
CC(=NNC(=S)Nc1ccccc1Cl)c1ccccn1	99*	92	-6	-0.2	.	1	.	14*	15	.	1
Cc1csc(=O)n1CC(=O)OCC(=O)NNC(=O)c1ccccc1	0	114	-2	-2.2	-7	-3	1.3	0.1	-6	3.0	7
Cc1cccc(Cc2nnc(CCC(=O)N(CC3CC3)CC3CCCO3)o2)c1 (centres undefined)	5	93	0	-3.4	24	-5	2.4	3.7	.	0.1	16
CC(C)c1ccccc1OCC(=O)N(C)CC(=O)Nc1ccc(F)cc1	.	104	10	-1.7	-14	-2	1.6	1.6	-11	-0.6	11
CCCCN(C(=O)c1cc(CN2C(=O)c3ccccc3C2=O)ccc1OC)c1c(N)n(CC(C)C)c(=O)[nH]c1=O	-14	104	-3	-1.4	.	1	.	2.4	-2	.	5
Cc1cc(/C=C(\C#N)C(=O)NCc2ccco2)c(C)n1-c1cccnc1	20	110	-4	-0.7	31	-3	3.8	3.8	3	-1.8	4
Cc1cccc2c1N(C(=O)c1ccco1)C(C)(C)c1ssc(=S)c1-2	-1	101	-1	-2.0	-6	-2	0.8	1.6	1	-1.2	12
Cn1c(-c2ccccc2)cnc1SCC(=O)N1CCCc2ccccc21	3	108	3	-0.9	4	3	2.4	3.0	-25	-1.6	5

Records above that bear a hit mark in SUMO Mot1 rescue.
SMILES	Pemphigus Ab inh	PKA-R1A activ	OPRM1-OPRD1 ag	SUMO Mot1 rescue	Tat transport	phage Ecoli inh	Arr AP2 block	MOR-DOR inv ag
O=C(COc1ccc(-n2cnnn2)cc1)NCCc1ccc(F)cc1	.	-2	-0.1	+	1	3.0	1	0

Next part
SMILES	PfHsp90 yeast 2	Pemphigus Ab inh	PKA-R1A activ	OPRM1-OPRD1 ag	SUMO Mot1 rescue	Tat transport	AddAB inh	phage Ecoli inh	Arr AP2 block	E coli growth	MOR-DOR inv ag
O=C(CN(c1ccccc1)S(=O)(=O)c1ccccc1)N1CCOCC1	-22	102	-16	-1.1	4	1	-1.3	7.0	2	-0.5	6
COc1ccc(CN(C)CC2CCCN(CCc3ccc(F)cc3)C2)cc1OC (centres undefined)	2	120	-10	-0.6	-5	-3	.	-0.2	-6	.	3
Cc1[nH]c2ccccc2c1CCNC(=O)CCC(=O)c1ccccc1	31	102	1	1.5	-23	2	0.4	0.2	6	0.5	-7
Cc1nc2ccc3[nH]snc3c2n1	-27	104	-3	-0.5	5	10	0.5	3.7	6	1.9	3
O=C(OCC1CCCN2CCCCC12)c1ccc2c(c1)OCO2 (centres undefined)	21	101	-1	-2.7	110	5	-0.7	1.5	16	0.6	15
O=C(CCn1nc(-c2ccccc2)ccc1=O)NCCCN1CCCCCC1	-4	101	8	0.4	-1	-1	2.3	0.5	5	0.9	-2
Cc1cccc(C(=O)NC(C(=O)Nc2nc(-c3ccccn3)cs2)C(C)C)c1 (centres undefined)	6	100	-12	-2.5	-9	-7	-0.8	-2.1	-16	-4.8	14
CC(=O)c1ccc(NC(=S)N2CCCCCC2)cc1	22	104	2	-1.2	161	-1	-1.9	4.2	2	-0.8	6
CC1CN(C(=S)Nc2ccccc2F)CC(C)O1 (centres undefined)	6	100	-3	-0.4	-1	7	-1.1	2.4	-7	0.5	2
CC(C#N)Sc1nnc(-c2ccccc2F)n1C1CC1 (centres undefined)	7	97	2	1.1	16	2	2.6	3.3	-2	0.6	-9
CCOC(=O)c1ccc(NC(=O)CCc2nnc3ccc(N4CCCC4)nn23)cc1	-6	107	-6	-1.4	-5	-3	2.3	0.6	37	0.3	7
CSc1nnc(-c2ccccc2SC)o1	-29	107	5	-1.0	9	-5	-0.1	2.0	16	2.1	6
O=S(=O)(c1ccc(Br)s1)N1CCc2ccccc2C1	4	100	-9	0.9	34	4	-0.4	2.3	10	-0.7	-5
COc1ccc(/C=N/NS(=O)(=O)c2ccc(C)cc2)cc1	-4	111	-19	-1.5	108	6	0.0	-1.7	0	-1.2	7
Cc1ccc[n+](C(C)C(=O)Nc2ccc(C)c([N+](=O)[O-])c2)c1 (centres undefined)	.	89	-12	-1.7	-2	-3	1.4	2.5	-12	-4.0	10
Cc1ccccc1OCCC(=O)N(CC(=O)Nc1ccccc1C(F)(F)F)Cc1ccco1	-16	104	-9	-1.2	2	2	3.5	-1.8	28	-0.6	8
Cc1ccc(NC(=O)C(C)S)cc1 (centres undefined)	-8	92	5	-2.4	-9	25	-1.1	-0.7	34	-2.2	11
